Screening results from PubChem BioAssay.
Nrf2 inh = Nrf2 qHTS screen for inhibitors. A549 ARE-Fluc reporter, luciferase luminescence, 18-24 h. Potency, µM (doses to about 46 µM), without a hit: at the top dose activity change, negative = inhibition, actives largely listed as inhibitors. 2.1% of 360,000 active; also: % is scaled to controls: 0 for no effect and ±100 for the full control effect; nearly all actives have a fitted effect of over 60% in size
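Reporter: ARE-Fluc in A549. Exposure: 18-24 h, 37 °C, 5% CO2, 5% FBS OPTI-MEM. Readouts: fluorescent cytotoxicity (CellTiter-Fluor), then luminescent Nrf2 signal after BugLite.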
TGFb inhibitor = qHTS for Inhibitors of TGF-b; AID 588855, 2011; Potency, µM (highest dose often 46.1 µM), without a hit: at the top dose activity, negative = inhibition, most hits filed as inhibitors; HepG2 CAGA-GFP TGF-b/SMAD3 reporter, GFP fluorescence, 18 h; TGF-beta stimulated, 500 pg/mL final; 1.2% of 410,000 active; also: % is scaled to controls: 0 for no effect and ±100 for the full control effect; nearly all actives have a fitted effect of over 65% in size
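Using HEPG2 CAGA-GFP reporter cells at 1000 cells/well, we pinned test compounds, stimulated with recombinant TGF-beta (500 pg/mL final) and measured total well GFP after 18 h.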
HepG2 viability = qHTS for Inhibitors of TGF-b: Cytotox Counterscreen. HepG2 CAGA-GFP viability, ATP luminescence, 18 h. Potency, µM (highest dose often 46.1 µM), without a hit: top-dose activity change, negative = cytotoxicity, actives largely listed as cytotoxic. 0.76% of 410,000 active. AID 588856, 2011; also: some results filed as inactive show a strong effect at the top dose
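CellTiter-Glo luminescence gave cytotoxicity after 18 hours at 37 degrees C. The cells were HepG2 CAGA-GFP in 1% FBS DMEM, stimulated with 500 pg/mL TGF-beta after compound addition. %Activity was normalised to no-cell wells (complete cell-killing) and DMSO (no toxicity), and curves were fitted and classified.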
EPAC2 antag = qHTS for Antagonist of cAMP-regulated guanine nucleotide exchange factor 2 (EPAC2): primary screen. Rap guanine nucleotide exchange factor 4 (Homo sapiens), Q8WZA2. EPAC2 GEF exchange of Rap1B-BODIPY-GDP, fluorescence. AID 720708, 2013. 0.18% of 360,000 active. Potency, µM (doses to about 114 µM), for the others: top-dose activity, negative = inhibition, hits mostly inhibitors; also: % is scaled to controls: 0 for no effect and ±100 for the full control effect; nearly all actives have a fitted effect of over 45% in size; many of its hits are not listed in these tables
A549 viability = Nrf2 qHTS screen for inhibitors: counterscreen for cytotoxicity. A549 ARE-Fluc cells, CellTiter-Fluor viability, 18-24 h. Potency, µM (doses to about 46 µM), for inactives: at the top dose activity change, negative = cytotoxicity, usual class: inhibitors. 0.16% of 390,000 active. AID 504648, 2011; also: % is scaled to controls: 0 for no effect and ±100 for the full control effect
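Cytotoxicity counterscreen: CellTiter-Fluor fluorescence was measured in A549 ARE_Fluc cells after 18-24 h of compound exposure in a concentration series. The subsequent BugLite luminescent read reports ARE-luciferase activity.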
Nrf2 ARE act = qHTS of Nrf2 Activators; 0.31% of 410,000 active; AREc32 ARE-luciferase reporter (MCF7-derived line), luminescence, 24 h; Potency, µM (titrated, usually from 46.1 µM), without a hit: top-dose activation, actives largely listed as activators; also: % of control where 0% means no effect; nearly all actives have a fitted effect of over 65% in size
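For detection, Steady-Glo was added and plates sat 30 min at RT; before that, AREc32_Fluc cells grown overnight in OPTI-MEM/5% FBS had been treated with 23 nL compound for 24 hr at 37 deg C.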
S2 tox = Viability Counterscreen for Primary qHTS for Inhibitors of ATXN expression. S2 cells (HEK-293 line with an ATXN2-luciferase reporter) viability, CellTiter-Fluor protease fluorescence, 24 h. 0.49% of 400,000 active. Potency, µM (top dose mostly 56.7 µM), most hits filed as cytotoxic; also: nearly all actives have a fitted effect of over 40% in size
ATXN2 expr inh = Primary qHTS for Inhibitors of ATXN expression | Potency, µM (top dose mostly 57 µM), for the others: top-dose activity change, negative = inhibition, actives largely listed as inhibitors | 0.72% of 360,000 active | HEK-293 ATXN2-luciferase reporter, luminescence, 24 h | AID 1745845, 2022; also: % is scaled to controls: 0 for no effect and ±100 for the full control effect; nearly all actives have a fitted effect of over 55% in size
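qHTS (up to 57 uM final) was run with 24 h compound exposure of reporter cells at 37 °C. Each well was multiplexed: SteadyGlo luminescence measured ATXN2-luciferase expression after a fluorogenic Gly-Phe-AFC viability readout (25 uM final).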
MCF10A rerep = A quantitative high throughput screen for small molecules that induce DNA re-replication in MCF 10a normal breast cells. AID 624296, 2012. Potency, µM (titrated, usually from 46.1 µM), inactives show at the highest dose activity, positive = re-replication, usual class: activators. MCF 10A DNA re-replication, Hoechst nuclear intensity, 48 h. 2.9% of 350,000 active; also: % of control where 0% means no effect; nearly all actives have a fitted effect of over 50% in size
* marks the source's active call; other numbers are inactive results; i = inactive; ? = inconclusive; . = not tested or not shown; [ ] = another dose, or the depositor's remark. Calls follow the shape of the dose curve; as a rule, active = well fitted curve in the direction sought with a large enough effect; inconclusive = small, poorly fitted or top-dose-only effect, or another doubt; inactive = no such curve, though single readings can be large; an effect the other way counts as inactive or inconclusive. Potency is read from the fitted curve at half-maximal effect.

SMILES	Nrf2 inh	TGFb inhibitor	HepG2 viability	EPAC2 antag	A549 viability	Nrf2 ARE act	S2 tox	ATXN2 expr inh	MCF10A rerep
CCOC(=O)N1CCN(c2ncnc3c2[nH]c2ccc(OC)cc23)CC1	?	-2%	-4%	-15%	-10%	2.9%	i	?	6%
Cc1[nH]c(=S)c(C#N)c(-c2ccco2)c1C(=O)N(C)C	-12%	-2%	1%	6%	-3%	-0.6%	i	-23%	-12%
CCOC(=O)/C(C#N)=C\c1c(C)cc(C)c(COC(C)=O)c1C	?	20%	-22%	-2%	-1%	0.3%	i	0%	-2%
Cc1ccc(OCC(=O)Nc2cccc(-c3nnc(-c4ccccc4)o3)c2)cc1	4%	0%	-15%	9%	2%	0.3%	i	57%[activator]	3%
Cc1noc(C)c1COC(=O)C1COc2ccccc2O1 (configuration not stated)	4%	17%	-8%	-2%	0%	-0.5%	i	-4%	-1%
Cn1c(CCN2CCOCC2)nc2cc(NC(=O)c3cccs3)ccc21	?	-12%	-3%	1%	2%	6.4%	i	-7%	4%
CCC(=O)N1CCCC(C)(C(=O)Nc2ccc3scnc3c2)C1 (configuration not stated)	.	-8%	1%	14%	.	1.1%	i	5%	.
CC(C(=O)NCC1CCCCC1)N1CCc2ccccc2C1 (configuration not stated)	-3%	-6%	-12%	-8%	-2%	0.3%	i	-16%	14%
Cc1nc([N+](=O)[O-])c(Br)n1Cc1ccccc1	?	?	-53%	3%	-7%	10µM*	?	?	?
O=c1oc(/C=C/c2ccccc2)nc2sc3c(c12)CCC3	12%	2%	59%	9%	-5%	5.8%	i	95%[activator]	8%
COc1ccc(C(=O)NCCn2cc(SCC(=O)Nc3cccc(C)c3)c3ccccc32)cc1	?	?	-3%	.	-18%	1.0%	?	?	.
O=C(Nc1nc(-c2ccccn2)cs1)c1cc2ccccc2o1	?	?	-32%	-4%	-17%	3.2%	i	-19%	?
Cc1ccc(NC(=O)c2nc[nH]c2C(=O)NCCCCNC(=O)c2[nH]cnc2C(=O)Nc2ccc(C)cc2)cc1	-21%	-6%	7%	-10%	-7%	-0.3%	?	-5%	-1%
C[C@@H]1NC(=O)c2cc([N+](=O)[O-])cc(I)c2NCCCC[C@@H](C(N)=O)NC(=O)[C@H](CC(N)=O)NC1=O	1%	-8%	4%	3%	-14%	-0.9%	i	7%	-3%
Cc1nc2c(-c3ccc(F)cc3)c(C)nn2c(C)c1CCC(=O)Nc1ccccc1	-14%	-4%	0%	-10%	-4%	0.1%	i	-5%	?
Clc1ccc(N/N=C/c2cccs2)nn1	?	-4%	15%	1%	-6%	?	i	55%[activator]	-2%
Cc1ccc(S(=O)(=O)NCC(=O)OCC(=O)NC(=O)c2cccn2C)cc1	12%	4%	-2%	2%	-2%	0.0%	i	1%	7%
Cc1ccc(CNC(=O)C2CC(=O)N(c3ccc(OCC(=O)N4CCCC4)cc3)C2)cc1 (configuration not stated)	8%	-16%	-18%	3%	-5%	0.1%	i	1%	7%
Cc1ccc2c(CNCCc3ccccc3)c(C(=O)O)n(Cc3ccccc3C)c2c1	8%	-9%	-19%	.	-1%	-0.2%	i	13%	.
Cc1cc(Cl)ccc1OCC(=O)OCC(=O)N(CC(C)C)c1c(N)n(Cc2ccccc2)c(=O)[nH]c1=O	-4%	-26%	-33%	18%	6%	0.9%	i	3%	3%
O=C(NC1=NCCS1)c1ccccc1Br	6%	4%	-16%	2%	-1%	0.0%	i	0%	?
S=C(NCCc1ccccc1)NC1CCC(NC(=S)NCCc2ccccc2)CC1 (configuration not stated)	-18%	1%	-7%	-2%	-4%	-0.7%	i	3%[11.3 µM]	1%
COc1ccccc1NC(=O)Cc1nnc(SCC(=O)NC2CCCCC2)n1C	10%	-26%	-2%	-1%	-11%	0.1%	i	14%	2%
N/C(Cc1ccc(Cl)cc1Cl)=N\OC(=O)c1cccs1	-8%	0%	-26%	0%	-3%	8.0%	i	-1%	1%
Cc1ccccc1CSc1cn(CC(=O)N2CCCCCC2)c2ccccc12	-30%	-28%	-21%	.	-2%	0.0%	.	.	.

4 compounds picked at random from the list so far:
SMILES	Nrf2 inh	TGFb inhibitor	HepG2 viability	EPAC2 antag	A549 viability	Nrf2 ARE act	S2 tox	ATXN2 expr inh	MCF10A rerep
S=C(NCCc1ccccc1)NC1CCC(NC(=S)NCCc2ccccc2)CC1 (configuration not stated)	-18%	1%	-7%	-2%	-4%	-0.7%	i	3%[11.3 µM]	1%
CC(C(=O)NCC1CCCCC1)N1CCc2ccccc2C1 (configuration not stated)	-3%	-6%	-12%	-8%	-2%	0.3%	i	-16%	14%
Cc1nc([N+](=O)[O-])c(Br)n1Cc1ccccc1	?	?	-53%	3%	-7%	10µM*	?	?	?
O=C(Nc1nc(-c2ccccn2)cs1)c1cc2ccccc2o1	?	?	-32%	-4%	-17%	3.2%	i	-19%	?

The listing continues:
SMILES	Nrf2 inh	TGFb inhibitor	HepG2 viability	EPAC2 antag	A549 viability	Nrf2 ARE act	S2 tox	ATXN2 expr inh	MCF10A rerep
CC(C)c1nnc(NC(=O)c2cccs2)s1	?	-6%	-26%	20%	5%	7.7%	i	15%	-2%
Cn1cnnc1SCC(=O)Nc1ccc(S(=O)(=O)N2CCCC2)cc1	7%	-2%	-1%	5%	3%	-0.2%	i	0%	15%
CC1(c2nnc(-c3ccc(Cl)cc3)o2)CC(c2cccnc2)=NO1 (configuration not stated)	7%	19%	-12%	-9%	-5%	0.0%	i	6%	-5%
CC1CCCC(NC(=O)COC(=O)c2ccc3c(c2)OCCO3)C1C (configuration not stated)	14%	-14%	-1%	-5%	-2%	-0.9%	i	0%	4%
COc1ccc2c(c1)c(C(=O)CN1CCN(Cc3ccccc3)CC1)c(C)n2C	-1%	-2%	15%	0%	-9%	0.6%	i	-5%	?
O=C1NC2(CCCC2)C(=O)N1CCS(=O)(=O)Oc1ccccc1	?	5%	-7%	-10%	-2%	0.3%	i	.	9%
COCCCn1c(C)nnc1-c1cnn(-c2ccccc2)c1N	6%	4%	0%	2%	-3%	-0.6%	i	25%	1%
Cc1cc(C(=O)CSc2nc3ccccc3c(=O)n2C)c(C)n1Cc1ccc2c(c1)OCO2	?	?	-2%	-4%	?	-0.6%	i	-33%	10%
CC(=O)NS(=O)(=O)c1ccc(NC(=O)CCC2CCCC2)cc1	-6%	4%	-3%	-2%	3%	-0.6%	i	-4%	19%
O=C(N/N=C/c1ccc(Sc2ccccn2)o1)c1cccc([N+](=O)[O-])c1	-4%	0%	-2%	7%	0%	5.3%	i	-1%	?
CN(C)c1cc[n+](CC(=O)c2ccc(Br)cc2)cc1	?	-21%	-45%	2%	?	0.0%	i	?	15%
COc1ccc(S(=O)(=O)N/N=C\c2ccccc2F)cc1	10%	6%	4%	-5%	-4%	-1.3%	i	4%	10%
CCN(CC(=O)Nc1c(F)cccc1F)C(=O)c1ccc(=O)n(Cc2ccccc2)n1	-11%	2%	-3%	12%	-6%	0.0%	i	0%	9%
Cc1nc(N)nc(COc2ccccc2)n1	?	56%[activator]	-6%	0%	8%	0.1%	i	25%	-2%
O=C(Nc1ccccc1O)c1c(O)c2c([nH]c1=O)CCCC2	?	13µM*	-57%	13%	2%	?	?	87%[activator]	21µM*
Cc1cccc(CN2C(=O)c3ccccc3Sc3ccc(C(=O)NC4CCCCC4)cc32)c1	.	-10%	-2%	.	19%	-0.9%	.	.	.
COc1cccc(NC(=O)CN(C)CC(=O)c2c(N)n(Cc3ccccc3)c(=O)n(C)c2=O)c1	-1%	-1%	10%	4%	0%	0.1%	i	-1%	-4%
Cc1cc[n+](Cc2ccc([N+](=O)[O-])cc2)cc1	?	30%	13%	-1%	-9%	0.3%	i	3%	0%
Cc1ccc(CCNC(=O)CN2C(=O)COc3ccccc32)cc1	9%	4%	-7%	12%	-2%	-0.6%	i	2%	15%
Nc1nc2c(ncn2[C@@H]2O[C@H](CNCc3ccc(F)c(N4CCOCC4)c3)[C@@H](O)[C@H]2O)c(=O)[nH]1	.	3%	9%	-14%	.	0.5%	i	13%	.
CCCNC(=O)NC1CCCc2ccccc21 (configuration not stated)	9%	2%	-4%	6%[57.1 µM]	18%	0.1%	i	.	0%
CCOc1ccc(N2C(=O)Nc3ccccc3C2(O)C(=O)N2CCN(c3ccccn3)CC2)cc1 (configuration not stated)	?	15%	7%	6%	4%	-0.5%	?	-4%	0%
N#Cc1cc2c(nc1SCc1cccnc1)CCCCC2	?	-5%	-11%	-6%	5%	2.5%	i	15%	-1%
Cc1oc(S(=O)(=O)N2CCOCC2)cc1C(=O)Nc1ccc(Cl)cc1	-9%	?	-13%	0%	-3%	-0.2%	?	-11%	8%
O=C(COc1ccc(Cl)cc1Cl)N1CCCCCC1	-3%	0%	-15%	7%	-18%	2.8%	i	22%	8%

Following part:
SMILES	Nrf2 inh	TGFb inhibitor	HepG2 viability	EPAC2 antag	A549 viability	Nrf2 ARE act	S2 tox	ATXN2 expr inh	MCF10A rerep
CCCCC(O)C1=C[N+](=O)CC=C1 (configuration not stated)	.	.	.	1%	.	0.0%	i	-10%	.
O=C(NCc1ccc(F)cc1F)[C@@H]1CCCN1C(=O)[C@@H]1CCCN1C(=O)c1cccc(Cl)c1	.	.	.	14%	.	-1.8%	i	11%	.
O=C(c1ccc(NS(=O)(=O)c2ccc(F)cc2)cc1)N1CCCCCC1	-9%	0%	-2%	-9%	-1%	-0.6%	i	-19%	5%
Cc1cccc(C)c1NS(=O)(=O)c1ccc(OCCNS(C)(=O)=O)cc1	-12%	4%	-20%	-1%	2%	-0.3%	i	-11%	5%
Cc1ccc(NC(=O)N2CCCC2c2cccs2)cc1 (configuration not stated)	?	-2%	-3%	4%	2%	-0.4%	i	7%	?
O=C1C2C3c4ccccc4C(c4ccccc43)C2C(=O)N1CN1CCOCC1 (configuration not stated)	4%	7%	-15%	0%	8%	-0.7%	i	0%	0%
O=C(Nc1nnc(-c2cc(Cl)ccc2Cl)o1)c1ccco1	-21%	0%	-27%	1%	-7%	20%	i	-18%	?

An excerpt, so the mix of outcomes need not match the whole.
